# High-throughput results from PubChem.
# ATXN2 expr inh: ATXN2 expression inhibition; HEK-293 ATXN2-luciferase reporter, luminescence, 24 h; Potency, µM (highest dose often 57 µM), for the others: at the top dose activity change, negative = inhibition, hits mostly inhibitors; 360,000 compounds, 0.72% hits; AID 1745845; note: potency is the fitted concentration of half-maximal effect; % is set by controls: 0 for no effect and ±100 for the full control effect; nearly all actives have a fitted effect of over 55% in size
#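 ATXN2-luciferase reporter cells (luciferase flanked by upstream and downstream ATXN2 gene portions) were treated 24 h at 37 °C with compounds at up to 57 uM. SteadyGlo luminescence gave expression; GF-AFC fluorescence gave viability.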
# Nrf2 block: blocks Nrf2 signaling | A549 ARE-Fluc reporter, luciferase luminescence, 18-24 h | Potency, µM (titrated, usually from 46 µM), without a hit: top-dose activity change, negative = inhibition, hits mostly inhibitors | 360,000 compounds, 2.1% hits | AID 504444; note: potency is the fitted concentration of half-maximal effect; % is set by controls: 0 for no effect and ±100 for the full control effect; nearly all actives have a fitted effect of over 60% in size
#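 Quantitative HTS in A549 cells stably bearing an antioxidant response element-firefly luciferase construct. Inhibition of Nrf2-driven transcription was scored by luminescence after 18-24 h of compound exposure at 37 °C.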
# EPAC2 agonist: agonists of human EPAC2 (RAPGEF4); Q8WZA2; EPAC2 activation, biochemical qHTS; response scale: 100% = 6.5 mM cAMP response; Potency, µM (top dose mostly 154 µM), without a hit: top-dose activation, actives largely listed as activators; 360,000 compounds, 0.079% hits; note: potency is the fitted concentration of half-maximal effect; nearly all actives have a fitted effect of over 50% in size
# Target sequence (Q8WZA2 whole entry, looked up): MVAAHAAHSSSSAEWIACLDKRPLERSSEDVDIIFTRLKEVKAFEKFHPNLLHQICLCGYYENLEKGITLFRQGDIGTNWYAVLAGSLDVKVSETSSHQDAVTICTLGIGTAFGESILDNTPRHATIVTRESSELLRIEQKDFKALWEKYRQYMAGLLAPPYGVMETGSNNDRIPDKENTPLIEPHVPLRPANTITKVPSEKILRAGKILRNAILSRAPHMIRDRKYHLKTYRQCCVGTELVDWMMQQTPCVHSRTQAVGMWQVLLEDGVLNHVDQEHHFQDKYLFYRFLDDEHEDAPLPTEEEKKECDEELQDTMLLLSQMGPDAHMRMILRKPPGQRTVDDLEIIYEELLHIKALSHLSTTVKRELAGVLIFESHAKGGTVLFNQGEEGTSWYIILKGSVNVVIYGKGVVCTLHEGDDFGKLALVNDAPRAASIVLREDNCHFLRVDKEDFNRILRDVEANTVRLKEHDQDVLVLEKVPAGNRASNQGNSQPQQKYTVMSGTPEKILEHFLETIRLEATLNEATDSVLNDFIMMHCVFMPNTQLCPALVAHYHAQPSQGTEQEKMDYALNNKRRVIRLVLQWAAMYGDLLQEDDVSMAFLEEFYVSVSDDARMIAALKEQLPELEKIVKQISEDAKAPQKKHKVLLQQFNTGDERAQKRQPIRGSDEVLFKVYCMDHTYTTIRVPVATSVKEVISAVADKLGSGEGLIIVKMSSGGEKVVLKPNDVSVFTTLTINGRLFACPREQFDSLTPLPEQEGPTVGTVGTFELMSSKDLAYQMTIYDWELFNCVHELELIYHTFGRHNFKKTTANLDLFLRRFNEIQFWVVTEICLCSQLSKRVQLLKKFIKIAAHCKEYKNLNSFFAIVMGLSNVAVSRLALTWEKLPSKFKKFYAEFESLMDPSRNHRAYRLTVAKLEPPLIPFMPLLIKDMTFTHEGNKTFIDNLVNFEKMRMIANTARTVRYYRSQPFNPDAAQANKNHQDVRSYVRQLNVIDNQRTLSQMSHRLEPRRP
#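 qHTS, titration series. 100 nM EPAC2 / 250 nM Rap1B-BODIPY-GDP / 50 uM GDP; RT; ex 480/em 540 nm, 5-min reads to 30 min. Norm. to 6.5 mM cAMP = activation.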
# A549 viability: kills or reduces viability of A549 cells in Nrf2 counter-screen; A549 ARE-Fluc cells, CellTiter-Fluor viability, 18-24 h; Potency, µM (titrated, usually from 46 µM), without a hit: at the highest dose activity change, negative = cytotoxicity, most hits filed as inhibitors; 390,000 compounds, 0.16% hits; AID 504648; note: potency is the fitted concentration of half-maximal effect; % is set by controls: 0 for no effect and ±100 for the full control effect
#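 A549 ARE_Fluc cells in 5% FBS OPTI-MEM were exposed to compounds in concentration-response for 18-24 h at 37 deg C. Viability was read by CellTiter-Fluor fluorescence (Ex 405/Em 525) after 30 min, before the luciferase read.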
# HepG2 viability: kills HepG2 cells in TGF-b inhibitor counter-screen; 410,000 compounds, 0.76% hits; Potency, µM (highest dose often 46.1 µM), for inactives: at the highest dose activity change, negative = cytotoxicity, hits mostly cytotoxic; HepG2 CAGA-GFP viability, ATP luminescence, 18 h; AID 588856; note: potency is the fitted concentration of half-maximal effect; some results filed as inactive show a strong effect at the top dose
#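 CellTiter-Glo luminescence gave cytotoxicity after 18 hours at 37 degrees C. The cells were HepG2 CAGA-GFP in 1% FBS DMEM, stimulated with 500 pg/mL TGF-beta after compound addition. %Activity was normalised to no-cell wells (complete cell-killing) and DMSO (no toxicity), and curves were fitted and classified.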
# TGFb inhibitor: blocks TGF-b signaling; HepG2 CAGA-GFP TGF-b/SMAD3 reporter, GFP fluorescence, 18 h; TGF-beta stimulated, 500 pg/mL final; Potency, µM (doses to about 46.1 µM), for inactives: at the top dose activity, negative = inhibition, actives largely listed as inhibitors; 410,000 compounds, 1.2% hits; AID 588855; note: potency is the fitted concentration of half-maximal effect; % is set by controls: 0 for no effect and ±100 for the full control effect; nearly all actives have a fitted effect of over 65% in size
#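 Smad-responsive CAGA-GFP expression was quantified in HEPG2 cells exposed to compounds and 500 pg/mL final TGF-beta for 18 h at 37 degrees C; unstimulated wells defined full inhibition.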
# Nrf2 ARE act: activators of Nrf2 (ARE) signaling. AREc32 ARE-luciferase reporter (MCF7-derived line), luminescence, 24 h. AID 624171. 410,000 compounds, 0.31% hits. Potency, µM (doses to about 46.1 µM), inactives show at the top dose activation, usual class: activators; note: potency is the fitted concentration of half-maximal effect; % of control where 0% means no effect; nearly all actives have a fitted effect of over 65% in size
#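 Luciferase luminescence (Steady-Glo, 30 min at room temperature) served as the read-out of ARE activation in AREc32 cells treated with compounds for 24 hr at 37 deg C.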
# IL2 activator: activates IL-2 in a cell-based reporter assay | IL-2 activation reporter assay, cell-based qHTS; stimulated with anti-CD3/CD4/CD28 beads; in transgenic mouse T cells | activation, % (series mostly up to about 46 µM) | 360,000 compounds, 0.065% hits; in the data active = activation above about 50%; inconclusive = mostly about 30% to 49%; note: 0% is about no effect
#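 Unstimulated transgenic mouse T cells; 60-min compound exposure; bead-based TCR/CD4/CD28 stimulation; 18 h culture, 37 degrees C; dual fluorescence (EGFP, DsRed) plate cytometry.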
# ATXN viability: reduces viability in counter-screen for ATXN expression inhibitors; S2 cells (HEK-293 line with an ATXN2-luciferase reporter) viability, CellTiter-Fluor protease fluorescence, 24 h; Potency, µM (highest dose often 56.7 µM), hits mostly cytotoxic; 400,000 compounds, 0.49% hits; AID 651635; note: potency is the fitted concentration of half-maximal effect; nearly all actives have a fitted effect of over 40% in size
# Active calls of the source: *; i = inactive; u = inconclusive; x = no result given; [ ] = dose if it differs, or a comment. Unless noted, calls come from the whole dose curve; as a rule, active = well fitted curve in the direction sought with a large enough effect; inconclusive = small, poorly fitted or top-dose-only effect, or another doubt; inactive = no such curve, though single readings can be large; an effect the other way counts as inactive or inconclusive.
SMILES,ATXN2 expr inh,Nrf2 block,EPAC2 agonist,A549 viability,HepG2 viability,TGFb inhibitor,Nrf2 ARE act,IL2 activator,ATXN viability
O=C(O)CN1c2cccc3cccc(c23)S1(=O)=O,1%,3%,8%,1%,5%,-2%,-0.2%,-1.8,i
Cc1nn(-c2cc(N3CCCCC3)ccc2N)c(=O)c2ccccc12,2%,9%,9%,6%,0%,-23%,-0.5%,2.0,i
CCC(C)n1c(=N)c(C(=O)NC2CCCCC2)cc2c(=O)n3cc(C)ccc3nc21 (stereo not given),-12%,11%,x,3%,-18%,9%,0.1%,x,x
CCc1cccc(NC(=O)CCNS(=O)(=O)c2cc(Br)cnc2N)c1,-9%,7%,5%,11%,-9%,-9%,0.2%,-1.1,i
N#CC1=C2SCN(C3CCCCC3)CN2C(=O)CC1c1c(F)cccc1Cl (stereo not given),-7%,1%,x,-11%,-36%,-22%,6.2%,x,i
Cn1c(C(=O)NN)cc2cc(Oc3ccccc3)ccc21,x,-1%,1%,0%,-21%,-23%,3.2%,1.1,u
S=c1nc(-c2ccco2)[nH][nH]1,1%,3%,-79%[inhibitor][15.6 µM],-2%,10%,0%,-0.3%,2.3,i
Cc1cc(OCCCCN2C(=O)NC(C)(C)C2=O)cc(C)c1Cl,x,u,1%,-6%,-39%,-18%,0.3%,-1.6,x
O=C(Cc1ccc([N+](=O)[O-])cc1)NC(C(=O)O)C(O)c1cccc([N+](=O)[O-])c1 (stereo not given),19%,-2%,10%,2%,3%,1%,0.3%,0.7,i
CCOc1ccc2nc(/N=C/c3c(C)[nH]n(-c4ccccc4)c3=O)sc2c1,36%,2%,-13%,3%,-40%,-13%,4.7%,0.3,i
Oc1ccc(/C=N/Nc2ccnc3cc(Cl)ccc23)c(O)c1,x,-8%,u,-5%,5%,-11%,8.8%,-0.1,u
C=CCOC(=O)/C(=C\c1ccccc1)NC(=O)c1ccco1,21%,0%,0%,1%,-19%,-4%,0.6%,-0.4,i
O=C(CN(CC1CCCO1)C(=O)CNS(=O)(=O)c1ccc(Cl)cc1)NC1CCCC1 (stereo not given),-1%,-16%,-4%,-23%,17%,39%[activator],0.2%,0.3,i
CCc1nnc(NC(=O)CCC(=O)N2CCN(Cc3ccccc3)CC2)s1,1%,-19%,10%,-4%,5%,24%,-0.2%,-1.0,i
CCOc1ccccc1NC(=O)C1CCN(S(=O)(=O)c2ccccc2)CC1,-3%,-13%,x,0%,-42%,13%,1.0%,x,i
OCC[C@@H]1C[C@@H](O)[C@H](O)[C@]2(OCCc3ccccc32)O1,1%,-9%,2%,2%,5%,0%,-0.8%,-3.5,i
Cc1nc(-c2ccc(NC(=O)CC(C)C)cc2)cs1,28%,u,2%,1%,7%,8%,0.1%,-2.1,i
COC(=O)c1ccc(CO/N=C/c2ccccc2OC)cc1,x,-19%,7%,28%,0%,1%,-0.6%,-0.4,i
N#Cc1c(N)nc2c(c1N)CC(CO)O2 (stereo not given),7%,9%,5%,-6%,8%,-4%,-0.5%,-3.4,i
Cc1[nH]c(C)c(S(=O)(=O)NCc2ccc(F)cc2)c1C(=O)N1CCCCC1,4%,9%,1%,1%,-9%,-15%,-0.9%,-1.2,i
Cc1nn(-c2ccc(C(=O)O)cc2)c(C)c1Cl,-12%[11.3 µM],17%,0%,3%,5%,16%,2.3%,-0.9,i
O=C(CCC1CCCC1)Nc1nnc(-c2ccc3c(c2)OCO3)s1,1%,4%,2%,10%,-15%,-2%,-0.1%[9.22 µM],0.1,i
CC(=O)Nc1cccc(C(=O)OCC(=O)NC(=O)C2CCCCC2)c1,x,9%,x,6%,-15%,3%,x,x,x
CC(C)CC(CO)N1CCN(C(=O)c2cccc(Cl)c2)CCC1=O (stereo not given),-8%,-4%,13%,-2%,-7%,-4%,0.2%,2.2,i
COc1cccc(NC(=O)N(Cc2ccco2)C(C)c2cccs2)c1 (stereo not given),6%,-18%,26%,0%,-16%,-1%,-0.7%,-2.5,i
c1cnc(N2CCN(c3nc4ccccc4n4cnnc34)CC2)nc1,14%,x,5%,13%,-18%,2%,-1.7%,2.3,i
O=C(CCn1[nH]c(=O)c2ccccc2c1=O)OC1CCCCC1,6%,13%,2%,1%,6%,-8%,-0.6%,-0.7,i
CC[C@]1(C(=O)OC)[C@H]2C(=O)N(C)C(=O)[C@H]2[C@H]2CN=C(SCc3ccc(Cl)cc3)N21,1%,-3%,3%,0%,-27%,-11%,0.1%,-0.3,i
CCNc1nc(N)nc(Oc2ccc(C(=O)OC)cc2)n1,25%,u,6%,-3%,-5%,-8%,2.9%,0.2,i
CS(=O)(=O)N(CC(=O)NCc1ccco1)Cc1ccc(Cl)cc1,-6%,-5%,2%,-2%,2%,4%,-0.5%,-3.7,u
O=C1C=C(N2CCOCC2)c2ccccc2C1=O,u,21µM*,22%,u,5µM*,5µM*,-3.6%,-4.1,25µM*
Cc1cc(C)n(CC(C)NCc2cn[nH]c2-c2ccc(C)c(C)c2)n1 (stereo not given),-18%,1%,-10%,-10%,4%,12%,-0.1%,0.3,i
CC(CNC(=O)CN1C(=O)CCSc2ccccc21)c1ccccc1 (stereo not given),-21%,-12%,-2%,13%,-24%,0%,-0.1%,-0.5,i
Clc1ccc2c(-c3ccccc3)nc(-c3cccs3)nc2c1,2%,x,5%,x,x,x,0.0%,0.8,i
Cc1cc(=O)[nH]c(SCC(=O)c2ccccc2)c1C#N,1%,-26%,11%,-7%,-2%,11%,3.8%,-0.2,i
O=c1c2ccccc2ncn1Cc1nc2ccccc2s1,16%,2%,0%,2%,16%,11%,6.1%,0.6,i
Cc1cc(C)c2cc(C(c3nnnn3C3CCCC3)N3CCOCC3)c(=O)[nH]c2c1 (stereo not given),3%,-13%,-1%,0%,-1%,-3%,-0.5%,-2.5,i
O=C(CSc1nc2[nH]ncc2c(=O)n1-c1ccc(Cl)c(Cl)c1)NCc1ccccc1Cl,-22%,u,13%,-21%,6%,-1%,2.3%,-0.6,i
COc1cc(C(=S)N(C)C)ccc1O,11%,0%,-1%,0%,8%,2%,-0.1%,-1.7,u
COCCn1cc(C(=O)N2CCCC(C)C2)c2c3ccccc3n(C)c2c1=O (stereo not given),-4%,x,-8%,-18%,-11%,0%,-0.6%,-0.6,i
Nc1ccc2c(c1)[nH]c(=O)c1ccccc12,1%,u,-1%,-1%,-3%,-16%,28%,-1.2,i
O=C(NCCO)c1c(O)c2cccc3c2n(c1=O)CC3,5%,5%,3%,-4%,5%,3%,0.5%,-0.6,i
CC(OC(=O)C1CCCC1)C(=O)Nc1ccc(S(N)(=O)=O)cc1 (stereo not given),4%,13%,2%,1%,0%,1%,0.3%,0.0,i
COc1cc(NC(=S)NN2CCN(C)CC2)cc(OC)c1,-1%,13%,4%,10%,4%,-1%,0.0%,-1.7,i
COc1ccc(NS(=O)(=O)c2ccc3ccccc3c2)c2ncccc12,-31%,u,14%,-2%,-15%,u,3.1%,-3.8,i
CN(Cc1ccccc1)C(=O)CN(c1ccccc1Cl)S(C)(=O)=O,x,0%,4%,3%,-3%,0%,-0.6%,1.8,i
Cc1ccc2oc(=O)c3cc(C(=O)NCCCN4C(C)CCCC4C)sc3c2c1 (stereo not given),7%,12%,5%,0%,-32%,0%,1.6%,-2.8,i
COC(=O)c1ccc(C23CC4(C2)[C@H](CN(CC2CCCCC2)[C@@H]4c2ccccc2)C3c2ccc(Cl)nc2)cc1 (stereo not given in full),0%,12%,-7%,-6%,-2%,4%,3.7%,-0.7,i
O=C(O)c1cc([N+](=O)[O-])ccc1C(=O)Nc1cccc([N+](=O)[O-])c1,-2%,-11%,5%,-13%,-26%,7%,1.6%,1.9,i
O=C(Cn1nc(Cc2cccnc2)c2ccccc2c1=O)NCCCN1CCCC1=O,1%,9%,1%,-4%,2%,-7%,-0.7%,-2.4,i
# (listing goes on)
SMILES,ATXN2 expr inh,Nrf2 block,EPAC2 agonist,A549 viability,HepG2 viability,TGFb inhibitor,Nrf2 ARE act,IL2 activator,ATXN viability
COCCCn1c(SCC(=O)N2CCCC(C)C2)nnc1-c1ccco1 (stereo not given),4%,x,1%,-7%,-2%,0%,0.0%,0.1,i
O=C(c1ccc2c(c1)OCO2)N1CCc2ccccc2C1,18%,x,8%,-3%,-7%,1%,2.0%,0.0,i
CCCCCCCOc1ccc(OC(=O)c2ccncc2)cc1,-20%,-1%,1%,-2%,1%,-6%,0.2%,0.2,i
CC(C)(O)C#CC#CCN1CCOCC1,-4%,x,9%,1%,6%,0%,-0.2%,-1.0,i
COc1cc(OC)cc(C(=O)Nn2cc(C(=O)Nc3ccccc3F)c3ccccc3c2=O)c1,7%,-8%,11%,0%,3%,4%,2.9%,-0.2,i
CCOC(=O)c1sc(NC(=O)C2CCCCC2)nc1C,x,-2%,5%,-8%,-23%,-3%,7.9%,-0.8,i

# Looked up by structure from the list above:
SMILES,ATXN2 expr inh,Nrf2 block,EPAC2 agonist,A549 viability,HepG2 viability,TGFb inhibitor,Nrf2 ARE act,IL2 activator,ATXN viability
CC(OC(=O)C1CCCC1)C(=O)Nc1ccc(S(N)(=O)=O)cc1 (stereo not given),4%,13%,2%,1%,0%,1%,0.3%,0.0,i
O=C(Cc1ccc([N+](=O)[O-])cc1)NC(C(=O)O)C(O)c1cccc([N+](=O)[O-])c1 (stereo not given),19%,-2%,10%,2%,3%,1%,0.3%,0.7,i
CCOc1ccccc1NC(=O)C1CCN(S(=O)(=O)c2ccccc2)CC1,-3%,-13%,x,0%,-42%,13%,1.0%,x,i
CS(=O)(=O)N(CC(=O)NCc1ccco1)Cc1ccc(Cl)cc1,-6%,-5%,2%,-2%,2%,4%,-0.5%,-3.7,u
